Screening data as filed in PubChem.
AmpC det inh: Promiscuous and Specific Inhibitors of AmpC Beta-Lactamase (assay with detergent); P00811; purified AmpC, nitrocefin hydrolysis with detergent; Potency, µM (highest dose often 28.7 µM), for the others: at the top dose activity change, negative = inhibition; actives 0.09% (n = 71,000); AID 584, 2007; active means well fitted curve in the direction sought with a large enough effect
Target sequence (P00811 whole entry, looked up): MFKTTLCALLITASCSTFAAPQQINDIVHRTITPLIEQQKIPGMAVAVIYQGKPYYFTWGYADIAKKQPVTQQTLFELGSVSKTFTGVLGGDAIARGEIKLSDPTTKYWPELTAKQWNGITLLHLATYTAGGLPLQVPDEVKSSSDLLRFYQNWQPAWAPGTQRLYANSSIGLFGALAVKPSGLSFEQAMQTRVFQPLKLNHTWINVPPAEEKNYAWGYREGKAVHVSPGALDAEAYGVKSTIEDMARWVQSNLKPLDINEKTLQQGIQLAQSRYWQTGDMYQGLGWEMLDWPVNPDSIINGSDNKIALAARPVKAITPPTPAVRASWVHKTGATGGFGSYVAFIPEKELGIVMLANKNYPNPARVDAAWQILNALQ
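E. coli AmpC (5.3 nM) in 20 mM phosphate pH 7.0 with 0.01% Triton X-100, preincubated 15 min RT with compound; nitrocefin (2 uL of 800 uM stock) hydrolysis followed by 480 nm absorbance every 20 s over 4 min.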
An asterisk follows results filed as active; [ ] = dose if it differs, or a comment. On the % scale 0 is the no-effect control and ±100 the full control effect; potency means the concentration at half of the fitted maximal effect. Some of the compounds tested (hit frequency here may not be typical).

entry	smiles	AmpC det inh
1	CCCCC12CN3CC(C)(CN(C1)C31C(=O)N(C)c3ccc(C)cc31)C2=O (configuration not stated)	-2%
2	CCOC(=O)N1CCN(C(=O)COc2ccc(Br)cc2)CC1	-3%
3	C[C@@H](C(=O)Nc1ccc2ccccc2c1)[C@@H]1C[C@@]1(C)[C@@H](NC(=O)c1ccncc1Cl)c1ccccc1	-3%
4	COc1cccc(N2CCCn3c2nc2c3c(=O)n(CCN3CCOCC3)c(=O)n2C)c1	-1%
5	CCN1CCN(Cc2cc(=O)oc3ccc(Cl)cc23)CC1	10%
6	O=C1CS[C@@H](c2ccccc2Cl)c2cc(Cl)ccc2N1	-4%
7	COC(=O)NCc1cc2cc(Cl)ccc2[nH]1	-4%
8	COc1ccc(OCC(O)CNCc2ccco2)cc1 (configuration not stated)	-1%
9	Cc1ccc(S(=O)(=O)n2nc(OC(=O)c3cccs3)cc2N)cc1	-7%
10	Cc1cccc(-n2nc3c(c2NC(=O)c2ccc(S(=O)(=O)N4CCOCC4)cc2)CSC3)c1C	-3%
11	O=C(c1ccc(Cn2cc(Cl)cn2)o1)N1CCN(Cc2ccc3c(c2)OCO3)CC1	-2%
12	CC1(C)NC(=O)N(CN2C(=O)NC(C)(C)C2=O)C1=O	9%
13	C=CCn1c(SCC#N)nc2ccccc2c1=O	-4%
14	Cc1oc2cc3oc(=O)c4c(c3cc2c1C)CCC4	9%
15	COc1cccc(NC(=O)[C@@H]2CCCN2C(=O)C2CCN(S(=O)(=O)c3ccc(C)cc3)CC2)c1	-2%
16	N#CCCCCN1c2cccc3cccc(c23)S1(=O)=O	1%
17	CSC1(SC2=NCCN2)SC2(NCCN2)S1	-3%[5.75 µM]
18	c1ccc2c(c1)CNC1(CCCCC1)C2	1%
19	O=C(c1nc2ccc([N+](=O)[O-])cc2[nH]c1=O)[C@@H](O)c1ccc2c(c1)OCO2	-8%[5.75 µM]
20	Cn1c(N)c(C(=O)COC(=O)Cc2ccsc2)c(=O)n(C)c1=O	8%
21	CCOc1ccccc1C1C(C(=O)Nc2ccccc2OC)=C(C)Nc2nnnn21 (configuration not stated)	4%
22	O=C(COc1ccc(S(=O)(=O)NC2CCCCC2)cc1)NCc1ccccn1	-5%
23	COc1ccc(-c2nnc(SCC(=O)N3CCc4ccccc4C3)o2)cc1	19%
24	COc1ccc(NC(=O)c2ccccc2Cl)cc1NC(=O)CN1CCOCC1	15%
25	N#Cc1ccccc1Cn1c(=O)n(Cc2ccc(C(=O)NCc3ccco3)cc2)c(=O)c2sccc21	9%
26	CCOC(=O)N1CCN(S(=O)(=O)c2ccc(C(=O)Nc3nc4ccc(F)cc4s3)cc2)CC1	9%
27	CCC(=O)N1CCN=C1SCc1ccc(F)cc1	4%
28	OCc1nc2ccccc2n1CC(O)Cn1ccc2ccccc21 (configuration not stated)	-3%
29	CCOC(=O)N1CCN(C(=O)CCCOc2ccccc2)CC1	-1%
30	C=Cc1ccccc1Cl	9%
31	CCOC(=O)C1=C(C)NC(=O)N(C(C)=O)C1c1ccc(Cl)cc1 (configuration not stated)	2%
32	O=C(Cc1c(F)cccc1Cl)Nc1cccnc1	-6%
33	O=C(O)c1ccccc1[N+](=O)[O-]	8%
34	CN1CCN(C(=O)C23CC4CC(CC(C4)C2)C3)CC1	2%
35	O=C(O)c1ccc(Cl)cc1Cl	10%
36	COCCn1c(SCC(=O)OCc2ccccc2)nc2c1c(=O)[nH]c(=O)n2C	16%
37	O=C(CCCN1C(=O)c2ccccc2C1=O)Nc1ccc(S(=O)(=O)N2CCOCC2)cc1	-4%
38	CNc1nc(-c2cccnc2)nc2ccccc12	8%
39	COc1ccc(CC(C)N2CCN(c3ccccc3OC)CC2)cc1OC (configuration not stated)	-3%
40	CS(=O)(=O)Nc1cccc(-c2nccc(NCc3ccccc3)n2)c1	6%
41	CCNc1nc(SC(C)C(=O)OC)nc(N2CCOCC2)n1 (configuration not stated)	0%
42	Cc1ccc2nc(NC3=NCN(CCN4CCOCC4)CN3)nc(C)c2c1	-2%
43	COc1cc(CCN)ccc1O	-3%
44	CN1CCC(OC(=O)C23CCC(C)(C(=O)O2)C3(C)C)CC1 (configuration not stated)	22%
45	Nc1ccc(-c2nc3c(Cl)cc(N)cc3[nH]2)cc1	15%
46	O=C(CN1C(=O)NC2NC(=O)NC21)NC1CCCCC1 (configuration not stated)	5%
47	COc1cc(N)cc(NC(=O)c2ccncc2)c1	-1%
48	O=C(CCCN1CCC2(CC1)C(=O)NCN2c1ccccc1)c1ccc(F)cc1	1%

Random excerpt: 3 entries already listed.
entry	smiles	AmpC det inh
37	O=C(CCCN1C(=O)c2ccccc2C1=O)Nc1ccc(S(=O)(=O)N2CCOCC2)cc1	-4%
39	COc1ccc(CC(C)N2CCN(c3ccccc3OC)CC2)cc1OC (configuration not stated)	-3%
47	COc1cc(N)cc(NC(=O)c2ccncc2)c1	-1%

Next structures
entry	smiles	AmpC det inh
49	CCOC(=O)COc1ccc(C2NC(C(=O)O)CS2)cc1 (configuration not stated)	7%
50	Cc1c(C(=O)N(Cc2cccs2)C2CCS(=O)(=O)C2)oc2ccccc12 (configuration not stated)	-2%
51	O=C(Nc1ccccc1)c1ccc(NCCN2CCOCC2)c(S(=O)(=O)N2CCOCC2)c1	-7%
52	CCCSCCCNC(=O)c1cc2c(s1)CS(=O)(=O)C2	-3%
53	O=C(CSc1nnc(Cc2cc(=O)[nH]c(=O)[nH]2)n1-c1ccccc1)NCC1CCCO1 (configuration not stated)	3%
54	Nc1nc(SCc2ccccn2)c2ncn(C3CCCC3)c2n1	-1%[5.75 µM]
55	Cc1cccn2c(=O)c3cc(C(=O)NCCCn4ccnc4)n(C)c3nc12	0%
56	C=CCOc1cccc(C2/C(=C(/O)c3ccccc3)C(=O)C(=O)N2CCCN2CCOCC2)c1 (configuration not stated)	-4%
57	CC(=O)c1ccc(Nc2nc(C)nc3c2oc2ccccc23)cc1	-5%
58	Cc1ccc(SCCNC(=O)CN(c2ccc3c(c2)OCO3)S(C)(=O)=O)cc1	-4%
59	CC(=O)CC(C)(C)n1nnc(-c2ccccc2)n1	-2%
60	Oc1ccccc1-c1cc(-c2ccc3c(c2)OCCO3)n[nH]1	12%
61	O=c1c2ccccc2oc2nc(C3CCCCC3)n(Cc3ccco3)c(=O)c12	-1%
62	COc1cccc(CN2CCN(CC(=O)Nc3ccccc3Cl)CC2)c1	-2%
63	Cn1c(=O)[nH]c(=O)c2c1nc(NCCCn1ccnc1)n2Cc1ccccc1	-1%
64	COC(=O)c1ccc(C)c(NC(=O)Cn2cnc3ccccc3c2=O)c1	-3%
65	CS(=O)(=O)Nc1ccc(N2CCCCC2)c(Cl)c1	-8%
66	CCN(CC)CCNC(=O)CS(=O)Cc1nc(-c2ccccc2Cl)oc1C (configuration not stated)	-2%
67	CCN(CC)S(=O)(=O)c1cccc2nsnc12	-2%
68	Cc1nnc(SCc2nc3ccccc3c(=O)n2-c2ccccc2Cl)n1N	-5%
69	Cc1ccc2c(c1)N(CC(=O)N1CCCc3ccccc31)C(=O)C(C)O2 (configuration not stated)	11%
70	O=C(COc1ccc(F)cc1)NC1CC1	11%
71	COc1cc(C(=O)Nc2nc(-c3cccs3)cs2)cc(OC)c1OC	9%
72	CCC(=O)N(CCCN(C)C)c1nc(-c2cc(OC)ccc2OC)cs1	0%

Of the compounds above, 9 contain two or more sulfur atoms:
entry	smiles	AmpC det inh
9	Cc1ccc(S(=O)(=O)n2nc(OC(=O)c3cccs3)cc2N)cc1	-7%
10	Cc1cccc(-n2nc3c(c2NC(=O)c2ccc(S(=O)(=O)N4CCOCC4)cc2)CSC3)c1C	-3%
17	CSC1(SC2=NCCN2)SC2(NCCN2)S1	-3%[5.75 µM]
26	CCOC(=O)N1CCN(S(=O)(=O)c2ccc(C(=O)Nc3nc4ccc(F)cc4s3)cc2)CC1	9%
50	Cc1c(C(=O)N(Cc2cccs2)C2CCS(=O)(=O)C2)oc2ccccc12 (configuration not stated)	-2%
52	CCCSCCCNC(=O)c1cc2c(s1)CS(=O)(=O)C2	-3%
58	Cc1ccc(SCCNC(=O)CN(c2ccc3c(c2)OCO3)S(C)(=O)=O)cc1	-4%
67	CCN(CC)S(=O)(=O)c1cccc2nsnc12	-2%
71	COc1cc(C(=O)Nc2nc(-c3cccs3)cs2)cc(OC)c1OC	9%

Next compounds:
entry	smiles	AmpC det inh
73	CCCCC(c1nnnn1CCOC)N1CCN(C(=O)c2ccco2)CC1 (configuration not stated)	7%
74	c1ccc(N2CCC3(CCNCC3)CC2)cc1	-1%
75	COc1ccc(C(=O)NCc2cccnc2)cc1C(=O)NCc1cccnc1	-1%[12.8 µM]
76	COCCNC(=O)Cn1c(=O)n(CCC(=O)NCCc2ccccc2)c(=O)c2ccccc21	-3%
77	CC(C)c1cc(C(=O)NCc2cccnc2)no1	-4%
78	COc1ccc(C2(O)CCN(Cc3nnnn3Cc3ccc(F)cc3)CC2)cc1	-1%
79	COc1cccc(N)c1	9%
80	Nc1nonc1-c1noc(N2CCCCC2)n1	-2%
81	COc1cc(C(=O)Nc2ccncc2)cc(OC)c1OC	14%
82	COc1ccc(-c2nnn(Cc3nn[nH]n3)n2)cc1OC	12%
83	Cc1cc(C)c2nc(N3CCC(C(=O)N4CCCC4)CC3)sc2c1	0%
84	CC1=C(C(=O)NCCCOC(C)C)C2(CCC(C)CC2)OC1=O (configuration not stated)	5%

Rewritten as labelled records: entries from further up.
60) Oc1ccccc1-c1cc(-c2ccc3c(c2)OCCO3)n[nH]1
  AmpC det inh: 12%
64) COC(=O)c1ccc(C)c(NC(=O)Cn2cnc3ccccc3c2=O)c1
  AmpC det inh: -3%
35) O=C(O)c1ccc(Cl)cc1Cl
  AmpC det inh: 10%

Going on with the list:
entry	smiles	AmpC det inh
85	CCC(=O)N1CCc2cc(S(=O)(=O)NC(Cc3ccccc3)C(=O)NC3CCCC3)ccc21 (configuration not stated)	-3%
86	COc1ccc(C(=O)N2CCC3(CCCN(Cc4ccccc4OC)C3)CC2)cc1	0%
87	Clc1cccc(OCCn2cncn2)c1Cl	-2%
88	CCN(CC)CCCn1c(=S)[nH]c2ccccc2c1=O	-1%
89	CC(C)c1nc2oc3c(NCC4CCCO4)ncnc3c2c2c1COC(C)(C)C2 (configuration not stated)	0%
90	COC(=O)c1ccc(CN2CCN(Cc3ccccc3)CC2)cc1	-1%
91	Cn1cccc1Cc1nnc(SCC(=O)N2CCc3ccccc32)n1-c1ccc(F)cc1	10%
92	c1ccc(-c2nc3ccccc3s2)nc1	-3%
93	CN1CC[C@@]2(CCCN(C(=O)Oc3ccccc3)C2)C1	-1%
94	COc1ccc(OC)c(C(=O)CC2OC(=O)c3ccccc32)c1 (configuration not stated)	-3%
95	O=C(NCCc1c[nH]c2ccccc12)[C@H]1C[C@@H]1[C@H](NP(=O)(c1ccccc1)c1ccccc1)c1ccccc1	-2%
96	COc1cc(CSc2nnnn2-c2ccc(C)cc2)cc(OC)c1OC	1%
97	CCCCc1nc(SCC(=O)Nc2cc(C)on2)n[nH]1	-2%
98	O=C(c1ccccc1)c1ccc2nc(N3CCCCC3)c3nncn3c2c1	13%
99	O=C(NCCCN1CCOCC1)C1CC(=O)N(C2CCCCC2)C1 (configuration not stated)	0%
100	CC1CCCC(C)N1CCNC(=O)C1CCN(S(=O)(=O)N2CCCCC2)CC1 (configuration not stated)	-2%
101	CC1CCN(C(=O)CSc2nc(N)c3c4c(sc3n2)CN(C)CC4)CC1	-2%
102	Cc1nc2ccccc2cc1C[N+]12CN3CN(CN(C3)C1)C2	-3%[5.75 µM]
103	Cc1nc2cnc(N(C)C)nc2n(Cc2cccs2)c1=O	0%
104	O=C(Nc1cccnc1)c1coc(=O)c2ccccc12	-4%
105	C/C=C1\C[C@H](C)[C@@](O)(CO)C(=O)OCC2=CCN3CC[C@@H](OC1=O)[C@@H]23	0%[12.8 µM]
106	CN(Cc1ccco1)c1nc(-c2cccc(C#N)c2)nc2ccccc12	13%
107	COc1ccc2c(c1)cc1n2CCN=C1N	6%
108	C[C@@H](C(=O)NCc1ccccn1)[C@@H]1C[C@@]1(C)[C@@H](NC(=O)OCc1ccccc1)c1ccccc1	0%
109	Cc1nc(N2CCN(c3ncccn3)CC2)c2oc3ccccc3c2n1	-1%
110	Cc1cc(C)n2nc(SCC(=O)N(C(C)C)C(C)C)nc2n1	1%
111	O=C(CSc1ccc2c(c1)OCCO2)NC(=O)NC1CCCC1	-4%
112	Cc1cc(C)c(C#N)c(SCS(=O)Cc2ccc(Cl)cc2)n1 (configuration not stated)	11%
113	O=C(OCC(=O)N1CCCC1)c1cncc(Br)c1	2%
114	CCCc1[nH]nc2c1C(c1ccccc1OCC)C(C#N)=C(N)O2 (configuration not stated)	10%
115	CN(C)C(=O)c1ccc(-c2ccc3ncnc(N(C)C)c3c2)cc1	9%
116	CCc1nc(SCC(=O)Nc2ccnc3ccccc23)n[nH]1	-5%
117	CCOC(=O)c1c(C)c(C(=O)Nc2ccc3c(c2)OCCO3)c(C)n1CC	-4%
118	CCNc1ncc2nc(C)c(=O)n(Cc3ccc(F)cc3)c2n1	0%
119	Cc1ccc(N2CC(C(=O)NCCC(C)C)CC2=O)cc1 (configuration not stated)	-1%
120	COc1ccc(CN2CC(C(=O)NCCN3CCOCC3)CC2=O)cc1 (configuration not stated)	-1%
121	O=S(=O)(c1cccs1)N1CCN(Cc2nc3ccccc3s2)CC1	17%
122	CCC(C)NC(=O)c1ccccc1NC(=O)CN1C(=O)c2ccccc2S1(=O)=O (configuration not stated)	15%
123	O=C(COc1ccccc1Cl)N1CCN(c2ccc(F)cc2)CC1	-4%
124	O=C(CN1CCN(S(=O)(=O)c2ccc(F)cc2)CC1)Nc1cc(C(F)(F)F)ccc1Cl	3%
125	COc1ccccc1N1CCN(CC(=O)Nc2ccc(CN3CCCCC3)cc2)CC1	15%
